Compound activity deposited in PubChem by The Scripps Research Institute Molecular Screening Center.
hcDAF-12 act: H. contortus DAF-12 activation, primary screen; HEK293 hcDAF-12 lit1-tk-luc reporter, luminescence; 0% DMSO, 100% Δ7-dafachronic acid; activation, % at 6.8 µM; 370,000 compounds, 1.4% hits; AID 652067;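 active = activation above the mean of all tested compounds plus 3 SD, cut at about 5.5% in these data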;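 also: 100% = response to 3 µM Δ7-dafachronic acid high control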
DAX1 inh-1: inhibits human nuclear receptor DAX1; P51843; 340,000 compounds, 0.99% hits; inhibition, % at 6.75 µM; HEK293 Gal4-DAX1 luciferase reporter, luminescence; AID 504766;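 active = inhibition above the mean over all tested compounds plus 3 SD, cut at about 4.2% in these data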;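 also: 0% = DAX1-transfected cells with DMSO and 100% = empty-vector control cells with DMSO; inhibition shows as a rise in luminescence from relieved DAX1 repression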
PLCb3 inh: PLC-beta3 (human) inhibition, primary screen | Q01970 | Purified PLC-beta3, fluorogenic substrate, fluorescence | inhibition, % at 12.2 µM | 370,000 compounds, 0.18% hits | AID 720704; in the data active = inhibition above about 11%;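 also: 0% = median of compound wells on plate and 100% = full blocker control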
DAX1 inh-2: inhibitors of DAX1 repression of SF-1 activated StAR promoter | HEK293T StAR-luciferase reporter, SF-1/DAX-1 repression relief | inhibition, % at 6.8 µM | 370,000 compounds, 1.1% hits | AID 652010;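 active = inhibition above the mean over all tested compounds plus 3 SD, cut at about 3.6% in these data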;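 also: 0% = DAX-1 cells with DMSO and 100% = cells lacking DAX-1 with DMSO; higher inhibition means more luminescence from relief of DAX-1 repression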
PLC-gamma1 inh: PLC-gamma1 (human) inhibition, primary screen; purified PLC-gamma1, fluorogenic substrate, fluorescence; inhibition, % at 12.2 µM; 370,000 compounds, 0.84% hits; in the data active = inhibition above about 9.5%
ADAM17 inh: inhibitors of human ADAM17. P78536. recombinant ADAM17, EDANS/DABCYL FRET peptide cleavage. inhibition, % at 6.95 µM. 370,000 compounds, 0.83% hits. AID 720648;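 active = inhibition above the mean of compounds lying between control limits plus 3 SD, set per campaign, cut at about 8.5% in these data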;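 also: 0% = DMSO-only wells as the low control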
sPLA2-III inh: Inhibits HGIII-sPLA2 liposome hydrolysis, primary screen | QFRET BODIPY PC-A2 liposome hydrolysis, fluorescence | inhibition, % at 12.2 µM | 370,000 compounds, 0.56% hits;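 active = inhibition above mean plus 3 SD of compounds lying within the high and low control bounds, cut at about 19% in these data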;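 also: 0% = median of test compound wells and 100% = no enzyme DMSO wells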
Target sequence (Q9NZ20 whole entry, looked up): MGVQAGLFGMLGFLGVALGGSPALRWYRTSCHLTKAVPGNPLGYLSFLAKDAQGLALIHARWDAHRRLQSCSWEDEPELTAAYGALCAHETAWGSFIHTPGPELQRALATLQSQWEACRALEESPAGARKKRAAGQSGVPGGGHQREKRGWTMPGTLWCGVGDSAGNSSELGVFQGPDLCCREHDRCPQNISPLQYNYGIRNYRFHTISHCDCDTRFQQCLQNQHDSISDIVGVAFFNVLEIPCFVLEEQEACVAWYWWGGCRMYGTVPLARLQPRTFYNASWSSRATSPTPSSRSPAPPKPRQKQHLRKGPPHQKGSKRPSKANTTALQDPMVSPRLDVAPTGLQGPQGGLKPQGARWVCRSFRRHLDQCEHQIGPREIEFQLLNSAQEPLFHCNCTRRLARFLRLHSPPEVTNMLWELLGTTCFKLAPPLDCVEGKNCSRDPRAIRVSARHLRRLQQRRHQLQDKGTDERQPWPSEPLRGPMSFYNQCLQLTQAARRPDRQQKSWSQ
hgDAF12 agonist: agonists of H. glycines DAF-12 nuclear receptor; HEK293 GAL4-hgDAF12 UAS-luciferase reporter, agonist luminescence; normalized to butyrate control; activation, % at 6.8 µM; 370,000 compounds, 1.8% hits;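 active = activation above a cutoff set at the mean of all screened compounds plus 3 SD, cut at about 10% in these data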;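 also: 0% = DMSO wells and 100% = sodium butyrate wells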
ssDAF12 agonist: S. stercoralis DAF-12 activation, primary screen; AID 652126; 370,000 compounds, 1% hits; activation, % at 6.8 µM; HEK293 ssDAF-12/GRIP1 lit1-tk-luc reporter, luminescence; % of 3 µM dafachronic acid response;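 active = activation above the mean over all tested compounds plus 3 SD, cut at about 0.9% in these data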;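 also: 0% = DMSO-only wells and 100% = 3 µM delta7-dafachronic acid wells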
ADAM10 inh: inhibits human ADAM10 | inhibition, % at 7 µM | O14672 | 370,000 compounds, 0.62% hits | recombinant ADAM10, EDANS/DABCYL FRET peptide cleavage, 3 h;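 active = inhibition above a per-campaign cutoff equal to the mean of compounds falling between control-based bounds plus 3 SD, cut at about 20% in these data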;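 also: 0% = DMSO wells while the 100% control is not disclosed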
Target sequence (O14672 214-748 limits assumed): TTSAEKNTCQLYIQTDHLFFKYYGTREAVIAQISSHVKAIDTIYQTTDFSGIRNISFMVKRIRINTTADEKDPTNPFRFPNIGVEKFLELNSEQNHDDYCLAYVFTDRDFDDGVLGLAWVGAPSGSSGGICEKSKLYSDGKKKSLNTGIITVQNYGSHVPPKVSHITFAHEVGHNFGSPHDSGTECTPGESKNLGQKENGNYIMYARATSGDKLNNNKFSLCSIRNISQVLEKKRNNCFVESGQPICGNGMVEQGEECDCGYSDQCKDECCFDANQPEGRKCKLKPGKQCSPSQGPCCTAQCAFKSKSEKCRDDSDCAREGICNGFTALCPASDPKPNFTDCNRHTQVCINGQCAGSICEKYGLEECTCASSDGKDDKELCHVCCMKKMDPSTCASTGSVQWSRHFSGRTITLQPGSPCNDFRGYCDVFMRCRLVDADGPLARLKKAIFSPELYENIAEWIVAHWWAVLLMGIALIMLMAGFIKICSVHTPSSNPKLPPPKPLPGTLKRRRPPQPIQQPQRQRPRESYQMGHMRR
FXN GAA850 act: frataxin GAA850 promoter activation; 360,000 compounds, 0.56% hits; HEK293 lucGAA850 FXN promoter luciferase reporter, 24 h; percent of 10 µM SAHA response; AID 540364; activation, % at 6 µM;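 active = activation above the average of all compounds screened plus 3 SD, cutoff fixed separately per campaign, cut at about 7.5% in these data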;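 also: 0% = DMSO wells and 100% = 10 µM SAHA wells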
* = called active by the depositor; / = no result given.

SMILES	hcDAF-12 act	DAX1 inh-1	PLCb3 inh	DAX1 inh-2	PLC-gamma1 inh	ADAM17 inh	sPLA2-III inh	hgDAF12 agonist	ssDAF12 agonist	ADAM10 inh	FXN GAA850 act
Cc1ccc(S(=O)(=O)N2CCOCC2)cc1C(=O)Nc1cccc(C(=O)NC2CC2)c1	2.3	0.0	-4	0.4	0	-1	1	-0.1	-1.6	-4	-0.9
CS(=O)(=O)c1ccc(S(=O)CC(=O)OCc2ccccc2)c([N+](=O)[O-])c1 (centres undefined)	-1.9	-3.2	1	-0.9	1	5	-10	-10.0	-2.1	14	95*
Cn1c(=N)n(CC(=O)c2ccc(Br)cc2)c2ccccc21	23*	4.9*	-13	2.3	-4	-3	8	17*	4.4*	-4	1.9
C=C(C)CN(CC)C(=O)CSc1ccc(S(=O)(=O)N2CCN(C)CC2)cn1	-0.5	-2.0	2	1.4	-9	-3	8	0.6	-0.8	-10	-0.7
COc1ccc(C(=O)N/N=C/c2ccc(OC)c(COc3ccccc3)c2)cc1	-3.5	-0.1	-9	-2.9	2	1	-4	2.1	-1.4	71*	-0.7
Cc1ccc(OCC(=O)Nc2ccc3c(c2)C(=O)NC3=O)c(C)c1	-1.3	-0.1	-29	0.7	-16	-11	-8	-1.0	-1.2	-44	0.7
O=C(NCC(c1ccco1)N1CCCC1)c1cn(Cc2ccccc2)nc1-c1ccccc1 (centres undefined)	-0.7	0.8	-12	0.2	-3	-1	-13	1.7	-1.4	-11	-6.0
O=C1NC(=O)/C(=C\c2ccccc2OCc2ccc([N+](=O)[O-])cc2)N1	-0.1	0.3	2	-1.9	3	1	-8	-1.9	-2.0	5	2.2
CCOC(=O)c1c(NC(=O)C(F)(OC)C(F)(F)F)sc(C(=O)N2CCCCC2)c1C (centres undefined)	-1.9	0.0	3	0.3	2	0	-2	-0.7	-1.3	2	-0.1
Cc1ccc(S(=O)(=O)NCC(=O)N(CC(=O)NCc2ccco2)Cc2ccc3c(c2)OCO3)cc1	-1.7	0.3	0	0.2	0	-4	-13	0.0	-0.7	5	-0.3
C=CCN1C=CC(=O)[C@@H](OC(=O)Nc2ccc(Br)cc2)[C@H]1c1ccccc1Br	-1.1	-0.4	-13	1.7	-6	-1	-1	4.3	-1.3	-2	-1.3
Cc1ccccc1C(=O)NCCN1CCOCC1	-1.8	-0.4	4	0.2	3	1	-4	-0.1	-1.1	0	0.7
CC(C)CCn1cnc2c(cnn2-c2ccc(Cl)cc2)c1=O	-0.5	0.0	-1	-0.3	2	-5	1	0.8	-1.0	1	1.0
O=C(CN1CCN(c2ccc(O)cc2)CC1)Nc1cc(S(=O)(=O)N2CCCC2)ccc1Cl	-2.4	-3.0	-2	-1.2	-1	1	-9	-3.2	-1.2	3	0.9
CCOC(=O)c1cc(OC(=O)Cc2ccc(OC)c(S(=O)(=O)N3CCOCC3)c2)cc(C(=O)OCC)c1	-2.8	0.6	-3	0.5	-1	-3	-23	-2.8	-2.2	-5	1.6
O=C(NCc1cccnc1)c1ccc(-c2ccc(Cl)cc2)o1	-2.2	-1.3	-2	-0.4	2	-20	-3	4.7	-0.9	-66	2.5
COc1ccc(C2C(=O)N(C3CCCCC3)CC(=O)N2Cc2ccc3c(c2)OCO3)cc1 (centres undefined)	-0.9	-1.9	2	-0.2	2	-4	8	-1.8	-1.4	0	0.5
COCc1cccc(-c2csc(C(C)(O)c3cccc(OC)c3)n2)c1 (centres undefined)	-0.7	/	-2	-2.4	-2	2	-20	3.9	-1.8	-1	-1.3
CCCCn1nnnc1SCC(=O)Nc1cccc(C)c1	1.9	-0.7	-3	-0.2	1	-1	-6	0.7	-1.3	-1	-2.8
C#CC(C)OC(=O)Nc1cnccc1C(F)(F)F (centres undefined)	0.6	1.3	-5	0.8	0	4	1	0.8	-1.1	0	-1.1
Cc1ccc2oc(C(=O)NCc3ncc(C)[nH]3)c(C)c2c1	-1.1	0.2	-5	1.4	5	-6	1	3.6	-1.5	1	-1.9
Cc1ccsc1/C=N/NC(=O)c1cccc(S(=O)(=O)Nc2ccccc2Cl)c1	-0.9	1.1	-4	-0.5	-7	-1	-12	-1.2	-1.3	-3	2.0
Cc1ccc(-c2csc(NC(=O)CSc3nc(C)cc(=O)[nH]3)n2)cc1	-1.4	/	-5	0.6	-3	-1	-25	1.4	-1.0	1	/
C/C(=C/C(=O)N1CCN(C)CC1)C(=O)O	-1.1	-0.7	1	0.5	0	-3	-1	0.4	0.1	-2	2.1
COCCn1c(=S)[nH]c2cc(C(=O)N3CCC(C(N)=O)(N4CCCCC4)CC3)ccc2c1=O	0.0	-0.2	-2	-0.4	0	-2	11	2.4	-0.5	-2	-0.6
COc1ccc(CN2CCNC(=O)C2CC(=O)NCc2csc(C)n2)c(F)c1 (centres undefined)	1.1	0.9	-14	1.2	-7	-4	7	0.8	0.5	-11	0.1
Cc1ccc(NC(=O)C(C)N2C(=O)c3ccccc3C2=O)c(C)c1 (centres undefined)	-1.1	-0.2	-3	0.2	-1	0	3	0.2	-1.6	9	1.7
CCN(CC)S(=O)(=O)c1cccc(NC(=O)CN(C)C2CCCCC2)c1	-1.7	-1.7	-3	-0.4	1	-2	-3	-3.5	-2.2	1	-0.5
COc1ccc(C(C)(C)C)cc1NC(=O)c1cc(S(=O)(=O)N(C)C)ccc1N1CCCC1	-3.2	-2.3	-4	-0.3	-7	3	-1	0.2	-2.3	8	15*
COc1cccc(C(=O)N2CCCc3ccccc32)c1	-1.2	0.7	2	-0.6	1	-4	5	2.4	-1.0	-7	0.9
O=C(COC(=O)C(O)c1ccccc1)c1ccc2c(c1)OCCO2 (centres undefined)	-0.6	1.4	0	0.5	0	-2	-6	3.1	-0.9	-2	1.1
OC(COC(c1ccc(F)cc1)c1ccc(F)cc1)CN1CCc2ccccc2C1 (centres undefined)	-2.5	0.1	1	0.0	1	6	-1	1.1	-1.2	3	0.7
Cc1ccc(NC(=O)CN2C(=O)NC3(CCCc4ccccc43)C2=O)c(C)c1 (centres undefined)	-0.7	-1.2	-5	2.2	3	-1	-2	1.1	-0.8	-2	1.2
C=C(c1cn(C(C)=O)c2ccccc12)c1cn(C(C)=O)c2ccccc12	5.7*	1.8	-16	1.2	-8	1	0	2.5	0.5	-8	0.1
CCOC(=O)C1C(=O)NC(N2CCN(CC)CC2)=NC1c1ccccc1 (centres undefined)	1.0	0.3	3	0.6	1	-3	4	-0.7	-1.3	10	0.2
O=C(CCCC(=O)OCC(=O)c1ccc(Cl)cc1Cl)Nc1cc(C(F)(F)F)ccc1Cl	-1.4	0.0	3	0.2	5	0	-4	1.0	-1.5	-5	1.4
Cc1ccc(-c2cc(C(F)F)nc(S(C)(=O)=O)n2)cc1	0.2	-2.3	0	-0.8	1	-13	5	-2.6	-1.4	-37	4.5
CCCNC(=O)COC(=O)C1CCN(S(=O)(=O)c2ccc3c(c2)OCCO3)CC1	0.5	0.5	0	1.2	1	0	-3	0.2	0.1	-5	-0.1
CCOc1cc(C(=O)Nc2ccc3c(c2)OCO3)ccc1OC(F)F	-2.9	0.7	-2	-0.2	-1	-1	15	-0.6	-2.2	0	4.9
N#Cc1c(-c2ccccc2)ccnc1Oc1ccccc1	0.3	0.7	3	0.5	0	-4	-4	0.9	-1.1	-6	-0.1
Nn1c(-c2ccc(F)cc2)nc2ccccc2c1=O	-0.6	0.6	-1	0.1	3	-5	4	0.4	-0.8	-3	-1.6
Nc1c(C(=O)Nc2ccc3c(c2)OCCO3)nnn1Cc1cccc(Br)c1	3.2	3.9	-10	9.3*	3	-25	-8	2.9	-1.1	13	2.0
Cc1ccc(C(=O)NCC(=O)OCC(=O)Nc2cc(S(=O)(=O)N3CCOCC3)ccc2Cl)s1	3.2	0.7	-12	-0.7	-11	-6	-3	-0.8	-1.0	-15	0.2
CCOc1cc(S(=O)(=O)Nc2ccc(Cl)cn2)ccc1Cl	-1.3	1.4	-9	0.1	-5	-4	-21	-0.1	-0.4	-11	0.1
CCOc1ccc(-n2c(=S)sc3c(=O)[nH]c(SCC(=O)N4CCC(C)CC4)nc32)cc1	-1.7	0.0	3	0.3	1	-1	-1	1.8	-1.2	6	-0.9
Cc1cc(NC(=O)COC(=O)C2CC(=O)N(c3cccc(Cl)c3)C2)no1 (centres undefined)	2.7	-0.5	-4	0.1	0	-1	-1	-0.6	-0.6	-1	0.7
N=C1C(c2ccccc2)=C(O)C2CCc3ccccc3N12 (centres undefined)	5.1	1.8	-16	0.7	-13	-2	0	1.4	0.0	-1	-1.1
CCN(CC)c1ccc(NC(=O)c2ccc(=O)[nH]c2)cc1S(=O)(=O)Nc1ccc(OC)cc1	-0.2	0.4	0	-1.7	6	2	-37	1.7	-1.6	13	0.2
O=C(CN1CCN(c2ncccn2)CC1)N(Cc1ccccc1)c1ccc(F)cc1	0.3	-1.2	2	0.2	-1	-5	1	-2.2	-1.7	-1	-0.2
O=C(CN1CCN(Cc2ccc(F)cc2)CC1)NCc1ccccc1	-1.0	0.0	-10	-0.1	2	-3	9	-1.1	-0.7	-10	-0.6
Further compounds follow.
SMILES	hcDAF-12 act	DAX1 inh-1	PLCb3 inh	DAX1 inh-2	PLC-gamma1 inh	ADAM17 inh	sPLA2-III inh	hgDAF12 agonist	ssDAF12 agonist	ADAM10 inh	FXN GAA850 act
COc1ccc(-c2c(NC(=O)c3ccco3)oc3ccccc3c2=O)cc1OC	-1.1	2.6	2	0.2	0	0	2	1.2	-1.4	-3	1.1
Cc1cc(-n2nc(C)cc2C)nc(NS(=O)(=O)c2ccccc2Cl)n1	-1.1	0.8	-10	0.1	-8	-2	-10	-1.4	-1.2	0	2.5
Cc1ccc(C(=O)NC(=S)NNS(=O)(=O)c2ccccc2)cc1	-0.2	0.3	2	0.7	2	1	-2	8.2	-0.7	-3	2.7
CCOC(=O)C1CCCN(C(=O)N2CCOCC2)C1 (centres undefined)	-1.1	0.2	1	0.1	0	0	2	-2.2	-1.3	7	-0.7
O=C(CCN1CCOCC1)NNC(=O)/C(=C/c1ccccc1)NC(=O)c1ccccc1	-0.3	1.1	-1	0.7	2	-4	1	2.6	-2.0	-4	-0.5
Cc1ccc(-c2cn(S(=O)(=O)c3ccc(C)cc3)nc2N)cc1	-2.8	0.6	6	-1.3	4	3	-11	-0.5	-2.0	-1	0.4
O=C(NC1CC(=O)N(c2ccccc2)C1)C1CC1 (centres undefined)	-1.1	0.9	3	0.9	6	5	8	-2.3	-1.4	2	1.3
C[C@H]1CNC(=O)c2c(C(=O)N3CCN(C(=O)OC(C)(C)C)CC3)ncn21	1.1	/	3	-2.7	2	-2	8	0.6	-1.2	-4	/
Cc1c(NC(=O)COC(=O)/C=C/c2ccc(Cl)cc2)c(=O)n(-c2ccccc2)n1C	-1.3	-0.9	-1	0.4	-6	0	2	-3.8	-1.7	-1	0.2
